High-throughput results: PubChem BioAssay, several laboratories
SUMO HTRF inh: inhibitors of in vitro SUMOylation cascade, primary screen, biochemical, HTRF, uHTS. AID 2006, 2009. 0.36% of 290,000 active. HTRF SUMOylation assay, SAE1/SAE2 + UBC9. SUMO-conjugating enzyme UBC9 (Homo sapiens), P63279. inhibition, % at 35 µM; in the data active = inhibition above about 50%, passing the limit was not always enough; note: strong numbers were not always called active
IDE act: human IDE activators in live cells, primary screen, fluorescence polarization, HEK cells, FAbeta-B substrate | FAbeta-B cleavage; 0% vehicle, 100% cell-free pure enzyme wells | AID 493087, 2011 | 0.073% of 340,000 active | Insulin-degrading enzyme (Homo sapiens), P14735 | activation, % at 5.96 µM;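 active = activation above the mean of all tested compounds plus 3 SD, set per screening campaign, cut at about 17% in these data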
Target sequence (P14735 whole entry, looked up): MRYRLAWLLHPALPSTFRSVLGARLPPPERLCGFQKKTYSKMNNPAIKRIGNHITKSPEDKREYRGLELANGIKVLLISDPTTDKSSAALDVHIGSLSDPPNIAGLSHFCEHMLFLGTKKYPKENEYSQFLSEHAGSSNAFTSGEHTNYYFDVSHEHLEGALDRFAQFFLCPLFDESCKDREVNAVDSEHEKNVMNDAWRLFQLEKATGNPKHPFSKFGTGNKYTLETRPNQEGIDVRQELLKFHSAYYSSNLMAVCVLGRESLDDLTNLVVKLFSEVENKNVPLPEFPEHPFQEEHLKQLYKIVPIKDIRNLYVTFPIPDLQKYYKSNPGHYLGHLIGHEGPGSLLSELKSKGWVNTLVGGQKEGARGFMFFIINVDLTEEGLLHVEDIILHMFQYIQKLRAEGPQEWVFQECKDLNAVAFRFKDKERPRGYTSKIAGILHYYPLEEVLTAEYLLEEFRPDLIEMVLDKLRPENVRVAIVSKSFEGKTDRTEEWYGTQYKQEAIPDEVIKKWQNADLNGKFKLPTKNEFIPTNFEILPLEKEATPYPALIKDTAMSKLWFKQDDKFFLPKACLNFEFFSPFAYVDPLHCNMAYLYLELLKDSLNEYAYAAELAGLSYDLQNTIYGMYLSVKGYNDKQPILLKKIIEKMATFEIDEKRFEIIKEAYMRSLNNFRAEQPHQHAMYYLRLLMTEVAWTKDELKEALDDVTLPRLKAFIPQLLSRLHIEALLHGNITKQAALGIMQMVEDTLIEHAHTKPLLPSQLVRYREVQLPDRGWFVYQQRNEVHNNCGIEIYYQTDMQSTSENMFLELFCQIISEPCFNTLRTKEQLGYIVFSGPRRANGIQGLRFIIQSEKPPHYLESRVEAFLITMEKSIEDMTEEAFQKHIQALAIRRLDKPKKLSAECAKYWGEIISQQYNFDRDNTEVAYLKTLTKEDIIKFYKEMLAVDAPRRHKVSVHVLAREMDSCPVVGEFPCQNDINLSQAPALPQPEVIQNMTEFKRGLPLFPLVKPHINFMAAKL
NS3 helicase inh: inhibitors of HCV NS3 helicase, primary screen, biochemical, Cy5 molecular beacon fluorescence; NS3 helicase DNA unwinding; inhibition, % at 10.9 µM; Hepatitis C virus NS3 helicase; 0.56% of 290,000 active; AID 1800, 2009;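 active = inhibition above the mean of all tested compounds plus 3 SD, set per campaign, cut at about 35% in these data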;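 note: 0% = DMSO wells and 100% = thioflavine S control wells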
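Assay system: hepatitis C virus NS3 helicase domain fragment enzyme. Also added: annealed dual-labelled DNA beacon duplex, ATP-started. Timing: 1 h reaction at 25 °C, ATP-initiated. Technique: Cy5 fluorescence at 0 and 60 min, beacon hairpin quenching. Evaluation: % inhibition of unwinding. Replication: one well per compound.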
VIM-2 inh: VIM-2 metallo-beta-lactamase inhibitors, primary screen, biochemical, epi-absorbance readout, Pseudomonas aeruginosa enzyme; purified VIM-2, nitrocefin hydrolysis, epi-absorbance fluorescence; inhibition, % at 5.6 µM; 0.89% of 290,000 active; AID 1527, 2009;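 active = inhibition above the mean of all tested compounds plus 3 SD, cutoff set per screening run, cut at about 7.5% in these data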;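 note: red hydrolysis product quenches plate fluorescence so inhibitors raise well fluorescence; 0% = enzyme with DMSO and 100% = DMSO without enzyme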
pCIP destab: p/CIP-EGFP fusion destabilizers, primary screen, fluorescence, F442A cells; Q05BA5; 16 h; decrease of EGFP signal, % at 10 µM; 0.01% of 290,000 active;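 active = EGFP signal decrease of at least 30% at 10 µM or well 3 SD below plate mean, unless failing retest; inactive = the rest, including hits failing retest or dose response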; note: some compounds called inactive have numbers as strong as hits; many of its hits are not listed in these tables
CRFBP-R2 block: antagonists of CRF-BP/CRF-R2 complex, primary screen, cell-based, HEK293, calcium dye fluorescence, uHTS. CRF-induced calcium fluorescence. inhibition, % at 11.8 µM. 0.59% of 350,000 active. AID 588475, 2011;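 active = inhibition of the ligand-induced calcium signal above about 50% at the single tested concentration, limit read from the data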
GalR3 antagonist: GalR3 antagonists in HEK293 cells, primary screen, cell-based, fluorescence readout. Galanin receptor type 3 (Homo sapiens), O60755. HEK293 GalR3-CNG cAMP membrane potential fluorescence; galR3 body fused to GalR1 C-terminus. inhibition, % at 3 µM. 0.44% of 360,000 active. AID 651719, 2012;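 active = inhibition above the screen-wide average plus 3 SD, cut at about 13% in these data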;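 note: forskolin and galanin both at EC90 stimulate the cells; cAMP rise reported by CNG channel membrane potential dye signal; 0% = forskolin plus galanin with DMSO and 100% = forskolin alone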
IMP-1 inhibitor: IMP-1 metallo-beta-lactamase inhibitors, primary screen, biochemical, epi-absorbance readout, Pseudomonas aeruginosa enzyme. metallo-beta-lactamase IMP-1 (Pseudomonas aeruginosa). inhibition, % at 5.6 µM. 0.45% of 290,000 active. purified IMP-1, nitrocefin hydrolysis, epi-absorbance fluorescence;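 active = inhibition above the mean plus 3 SD of all compounds in the same screening run, cut at about 4.5% in these data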;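 note: 0% = IMP-1 with DMSO and 100% = DMSO wells lacking enzyme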
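System: purified IMP-1 / Input: IMP-1 dispensed at 0.2 nM / Medium: 50 mM HEPES pH 7.1, 50 µM ZnSO4, 0.05% Brij 35 / Timing: 15 min enzyme–compound preincubation, then 25 min nitrocefin reaction, 25 °C / Technique: plate fluorescence quenching by hydrolysis product, ex 480/em 530 nm / Repeats: singlicate testing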
IDE inh: human IDE inhibitors in live cells, primary screen, fluorescence polarization, HEK cells, FAbetaB substrate; FAbetaB cleavage; 0.41% of 320,000 active; inhibition, % at 5.59 µM;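 active = percent inhibition above the average of all tested compounds plus 3 SD, set per screening campaign, cut at about 16% in these data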;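 note: IDE supplied by intact live HEK cells; FP after avidin binding of uncleaved biotin substrate so inhibition keeps polarization high; 0% = DMSO wells and 100% = 60 µM reference IDE inhibitor Ii1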
Active calls of the source: *; . = not tested or not shown; & = joins results of further samples.

Below each SMILES: SUMO HTRF inh, IDE act, NS3 helicase inh, VIM-2 inh, pCIP destab, CRFBP-R2 block, GalR3 antagonist, IMP-1 inhibitor, IDE inh
COc1cc(C)c(C)cc1S(=O)(=O)N1CCCCC1c1cccnc1 (centres undefined)
  9, -8, -3, 1.6, -3, 0, -5, -0.2, 2
COc1cc2nc(CN(CCC(C)C)Cc3nc4cc(OC)c(OC)cc4c(=O)[nH]3)[nH]c(=O)c2cc1OC
  0, 7, 0, -3.9, 0, 4, 1, -3.1, 0
COc1ccc(CC(=O)Nc2cccc(SC)c2)cc1
  -8, 2, -7, -2.5, 7, 3, -2, -2.2, -1
CCOC(=O)c1nncc(-c2ccccc2)n1
  ., 3, ., ., ., -5, 0, ., 1
CCOc1ccc(C(C)NC(=S)NC2CCCCC2)cc1OCC (centres undefined)
  -1, 4, -1, -4.6, -6, 4, -5, -2.8, 3
O=c1c2ccc(Cl)cc2[nH]c(=S)n1CCCN1CCOCC1
  10, -1, 0, -0.5, 4, -16, -3, -3.4, -2
CCOc1ccc2c(c1)ncn2Cc1ccccc1
  1, 3, 3, -0.1, -6, 4, -3, -1.5, 2
CCC(=O)Nc1sc(C(=O)Nc2ccccc2)c(C)c1C(=O)OC
  -1, 0, 2, -0.4, -4, -19, 2, -3.7, 2
COC(=O)C(C)n1cnc2c(nnn2-c2cccc(OC)c2)c1=O (centres undefined)
  1, 1, -10, -0.1, 2, 3, -8, -1.1, 2
Nc1cc(=O)[nH]c(SCc2ccc(Cl)cc2Cl)n1
  11, -6, -7, 0.9, -3, -2, 3, -1.0, 7
CCOc1ccc(CN(C)C(=O)CNC(=O)C2CCCCC2)cc1
  -9, 3, -2, -1.3, -3, 8, -9, -0.8, 0
O=C(O)Cn1cc(/C=C2\SC(=O)N(c3ccccc3)C2=O)c2ccccc21
  1, 2, 12, 0.1, 6, 5, -4, -1.1, -3
O=C(CN(C(=O)CCC(=O)Nc1nccs1)c1cccc(F)c1)NCc1ccc(F)cc1
  2, -4, 6, -1.2, 7, -12, -6, -0.3, 5
CC(=O)OCCNc1cc(Sc2nc3ccccc3[nH]2)c2nonc2c1[N+](=O)[O-]
  39, -33, -12, -1.2, -3, 46, 46*, -3.7, 14
N#CCCn1c(-c2nonc2NC(=O)c2ccccc2Cl)nc2ccccc21
  23, 5, 2, -1.8, -3, 16, -5, -1.4, 4

Pulled by structure from the list above, 2 records:
Below each SMILES: SUMO HTRF inh, IDE act, NS3 helicase inh, VIM-2 inh, pCIP destab, CRFBP-R2 block, GalR3 antagonist, IMP-1 inhibitor, IDE inh
CCOc1ccc(CN(C)C(=O)CNC(=O)C2CCCCC2)cc1
  -9, 3, -2, -1.3, -3, 8, -9, -0.8, 0
Nc1cc(=O)[nH]c(SCc2ccc(Cl)cc2Cl)n1
  11, -6, -7, 0.9, -3, -2, 3, -1.0, 7

(more compounds)
Below each SMILES: SUMO HTRF inh, IDE act, NS3 helicase inh, VIM-2 inh, pCIP destab, CRFBP-R2 block, GalR3 antagonist, IMP-1 inhibitor, IDE inh
CCCOc1ccccc1N/C(=N/c1nc(C)cc(C)n1)NC(=O)COc1ccc(OC)cc1
  -3, 3, -5, -5.3, -3, 38, 0, -2.3, 1
Cc1ccc(C)c(Cn2nnc3c(=O)[nH]c(C(=O)NCc4ccco4)nc32)c1
  16, -1, 27, -5.1, -7, 7, -7, -2.1, 5
CN(CCC#N)C(=O)COc1ccc(Br)cc1Cl
  -16, 2, -3, -0.5, 5, 6, -4, -0.1, -2
COc1ccc(OC)c2c1cc(C(=O)N[C@@H](C)C(=O)N[C@@H](C(=O)O)c1ccccc1)n2C
  -16, 2, 3, -1.1, 7, 4, -8, -2.5, 6
Cc1cc(C)nc(NS(=O)(=O)c2ccc(N)cc2)n1
  14, 0, 3, -5.0, 3, 1, -4, -3.9, 4&2
CC(C)N(Cc1nc(-c2ccccc2)no1)C(=O)C(Cl)(Cl)Cl
  -1, 4, 9, -3.3, -30, -6, -5, -2.5, 3
Cc1cnc(NC(=O)c2cc3c(C)nn(Cc4ccccc4Cl)c3s2)s1
  14, -3, 2, -2.2, -7, -52, -5, -3.0, 6
COc1cccc(-c2noc(-c3cccs3)n2)c1
  2, 5, -10, -2.7, -10, -26, 0, -0.9, 5
CS(=O)(=O)Nc1ccc2c(c1)C(=O)OC2
  7, 5, 1, -0.6, -7, 2, -3, -0.7, 3
Cc1cc(C)nc(NC(=O)c2ccc(C)o2)n1
  8, 5, 6, -1.3, -1, 3, -1, -2.3, 2
c1cncc(-c2ccnc3ncnn23)c1
  -1, 1, 3, -1.4, -8, 8, -1, -3.1, -7
O=C(Cn1cnc2cc(Cl)ccc2c1=O)Nc1ccc2c(c1)OCO2
  16, -2, -9, -1.5, -27, 0, -4, -2.1, 9
CCOc1ccc(Cl)cc1/C=N/NC(=O)CNC(=O)c1ccccc1
  -4, -6, 0, -4.8, 9, -13, 1, -2.9, 26*
Cc1cc(Cl)ccc1OCC(=O)Nc1ccccc1C(=O)N1CCOCC1
  -5, 5, -3, -0.9, -3, 10, -3, 0.1, -2
CCN(c1ccccc1)S(=O)(=O)c1ccc(Cl)c(NC(=O)CSc2nnc(C)s2)c1
  6, 6, 14, -2.2, 1, 12, -4, -1.7, -4

Looked up above.
Entry of `CCOc1ccc(Cl)cc1/C=N/NC(=O)CNC(=O)c1ccccc1` under IMP-1 inhibitor: -2.9
Entry of `Cc1cnc(NC(=O)c2cc3c(C)nn(Cc4ccccc4Cl)c3s2)s1` under SUMO HTRF inh: 14
Entry of `CCN(c1ccccc1)S(=O)(=O)c1ccc(Cl)c(NC(=O)CSc2nnc(C)s2)c1` under IMP-1 inhibitor: -1.7

A different layout for some results above:
Structure | SUMO HTRF inh | IDE act | NS3 helicase inh | VIM-2 inh | pCIP destab | CRFBP-R2 block | GalR3 antagonist | IMP-1 inhibitor | IDE inh
CCN(c1ccccc1)S(=O)(=O)c1ccc(Cl)c(NC(=O)CSc2nnc(C)s2)c1 | 6 | 6 | 14 | -2.2 | 1 | 12 | -4 | -1.7 | -4
CC(C)N(Cc1nc(-c2ccccc2)no1)C(=O)C(Cl)(Cl)Cl | -1 | 4 | 9 | -3.3 | -30 | -6 | -5 | -2.5 | 3

The list goes on:
Below each SMILES: SUMO HTRF inh, IDE act, NS3 helicase inh, VIM-2 inh, pCIP destab, CRFBP-R2 block, GalR3 antagonist, IMP-1 inhibitor, IDE inh
O=C1NC(=S)N/C1=C\c1ccc(N2CCOCC2)cc1
  14, 3, -11, -5.0, -16, -15, -5, -2.6, 2
CCOCCCNC(=O)C(c1ccc(OC)cc1)N(Cc1cccs1)C(=O)c1ccccc1O (centres undefined)
  7, 6, -8, -0.2, 1, -7, 3, -1.9, -3
COc1cc(C(=O)NCC(c2ccco2)N2CCc3ccccc32)cc(OC)c1OC (centres undefined)
  ., -2, ., ., ., -13, 1, ., 1
Cc1nnc2nc(-c3ccccc3)nc(-c3ccccc3)n12
  24, -1, -3, 5.1, 7, 9, 2, -1.7, 5
COc1cc2c(cc1OC)C(COc1ccc3c(C)cc(=O)oc3c1)N(C(=O)c1ccco1)CC2 (centres undefined)
  12, 4, 0, -0.5, 3, 38, -3, 1.7, -1
CCN(CC)CCSc1nc2ccccc2c(=S)n1-c1ccccc1
  19, ., -70, 2.6, 2, -15, -13, -1.7, 3
O=C(Cc1ccccc1)NNC1CC(=O)N(c2ccc(Br)cc2)C1=O (centres undefined)
  -12, -3, 10, -2.8, -1, 16, 2, -2.0, 1
CC(=O)NC(=O)COC(=O)c1ccc2ncsc2c1
  11, 3, 14, -1.3, 0, 3, -5, -1.3, 3
CS/C(Nc1cc(Cl)ccc1Cl)=C(/C#N)C(=O)c1ccco1
  -8, 1, 25, -2.8, -14, 25, -1, -2.8, -7
O=C(CSc1nc2ccccc2s1)N1c2ccccc2Sc2ccccc21
  17, 2, -4, -2.4, -4, 1, 3, -3.4, -4
CCn1cc(C(=O)NCc2cccs2)c(=O)c2ccc(C)nc21
  1, 3, 8, -1.4, -4, -19, 0, -3.5, -1
CCCCSCc1ccc(C(=O)O)o1
  6, -1, -1, -2.4, -3, 2, -2, -3.2, 5
COCCNC(=O)C1Nc2ccc(OC(F)(F)F)cc2C2C=CCC12 (centres undefined)
  ., -1, ., ., ., -10, -2, ., 6
COc1cc(-c2nn3c(-c4cccc(C)c4)nnc3s2)cc(OC)c1OC
  10, 3, 13, 15*, -4, 1, -1, -0.4, 2
COc1cc(NC(=O)c2cccs2)c(C(=O)OCC(=O)NC(=O)NC(C)(C)C)cc1OC
  -10, 3, 5, -2.8, -4, 26, -6, -2.6, -2
O=C(Cn1cnc2ccccc2c1=O)c1ccccc1
  15, -2, -8, -0.1, 6, -17, -4, 0.0, 0
FC(F)(F)c1cccc(OCc2nnc3n2CCC3)c1
  8, 7, 4, -3.1, 12, 13, -1, -2.4, -2
COC(=O)c1ccc(-n2cncn2)c(F)c1
  1, 6, 3, 0.2, -12, 10, -7, -2.5, 5
Cc1nc2cccc(C(=O)NC3CCCCC3)c2o1
  5, -3, 7, -2.9, -3, -35, -4, -2.5, 2
Cc1cccc(CSc2cccc3cccnc23)c1
  -27, -1, 16, -6.1, -16, -10, -3, -0.9, -3
N#CC[C@H](Cc1ccccc1)N1CC[C@@H](NC(=O)OCc2ccccc2)CCC1=O
  16, -3, -71, -0.5, -18, 1, 1, 0.1, 4
Cc1ccc(N2C(=O)C(Cl)=C(N3CCOCC3)C2=O)cc1Cl
  14, -4, 0, -1.5, -2, -11, -11, -3.0, 1
CC(C)C[C@@H](NC(=O)[C@H]1CCCN1C(=O)Cc1ccccc1)C(N)=O
  2, -3, 3, -1.6, 10, 11, -10, 0.8, 3
Cc1cc(N)n(Cc2cccs2)n1
  -2, -3, 7, -2.5, 1, -2, -2, -3.7, 4
CC1CN(C(=O)c2ccc(Oc3ccccc3)cc2)CC(C)O1 (centres undefined)
  3, -2, -4, -1.7, -9, -1, -1, -1.4, 0
Cc1ccccc1C(=O)Nc1ccc(N2CCOCC2)nc1
  6, 3, 6, -2.7, -21, 10, -3, -1.4, 0
O=C1C2C(c3ccccc3)C=CC(c3ccccc3)C2C(=O)N1C1CCCCC1 (centres undefined)
  -8, -6, -1, -1.0, -2, -32, -5, 4.0, -2
COc1ccc(CN2CCN(S(=O)(=O)c3ccc(NC(C)=O)cc3)CC2)cc1
  15, -1, 8, -2.7, -12, -1, -7, -1.4, 5

Rows were taken by chance; 3.2% or so of the library scored in one or more.
